MBNL1 CUG block: inhibitors of human MBNL1 binding to CUG repeat RNA. AID 2675. TR-FRET MBNL1-His/biotin-(CUG)12 binding, 665/545 ratio. 280,000 compounds, 0.036% hits. Potency, µM (titrated, usually from 57.5 µM), for the others: at the top dose activity change, negative = inhibition, most hits filed as inhibitors; active = well fitted inhibition curve with a large enough effect in the signal ratio, with a control signal flat, not every such curve was filed as active; inconclusive = small, poorly fitted or top-dose-only effect, or effect the other way, or a change in a side signal; inactive = no such curve, though single readings can be large or run the other way; the % refers to the signal ratio; note: potency is the fitted concentration of half-maximal effect; % is set by controls: 0 for no effect and ±100 for the full control effect
Target sequence (Q9NR56 whole entry, looked up): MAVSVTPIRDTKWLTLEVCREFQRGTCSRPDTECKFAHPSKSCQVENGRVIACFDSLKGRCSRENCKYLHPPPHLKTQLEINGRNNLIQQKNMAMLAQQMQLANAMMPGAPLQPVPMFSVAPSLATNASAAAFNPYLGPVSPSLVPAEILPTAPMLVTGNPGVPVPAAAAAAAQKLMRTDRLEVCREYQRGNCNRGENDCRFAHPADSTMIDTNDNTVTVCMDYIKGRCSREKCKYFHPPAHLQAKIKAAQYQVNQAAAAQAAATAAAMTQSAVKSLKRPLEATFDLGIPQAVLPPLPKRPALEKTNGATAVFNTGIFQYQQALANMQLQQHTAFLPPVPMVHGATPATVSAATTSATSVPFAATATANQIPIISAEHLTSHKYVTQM
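MBNL1-His + Biotin-(CUG)12, cpd titration 92 nM–58 uM; Tb anti-His Ab 0.055 ng/ul, SA-XL665 5 nM (final); 60 min RT; ratiometric 665/545 nm, Ex 340 nm; normalized to buffer and full-complex controls.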
TRPV1 ag: activates the human vanilloid receptor TRPV1. activation, % at 8.33 µM. 320,000 compounds, 0.19% hits. Q8NER1. TRPV1-expressing cells, Fluo-8 calcium influx, agonist mode; in the data active = activation above about 80%; inconclusive = between about 30% and that limit; note: 0% is about no effect
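Cells expressing TRPV1 were dye-loaded with Fluo-8 and read kinetically: 10 s baseline, 3 min after compound (agonist portion), then 2 min after EC20 capsaicin (allosteric enhancer portion). Calcium-bound dye fluorescence at 480/520 nm.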
GALK inhibitor: blocks human galactokinase activity | P51570 | Purified GALK, Kinase-Glo residual ATP luminescence | Potency, µM (titrated, usually from 57.5 µM), for the others: top-dose activity change, negative = inhibition, most hits filed as inhibitors | 270,000 compounds, 0.007% hits; note: potency is the fitted concentration of half-maximal effect; % is set by controls: 0 for no effect and ±100 for the full control effect
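Kinase-Glo Plus luminescence measured ATP left after a 1 h room-temperature reaction. The reaction used 5 nM GALK, 100 uM galactose and 35 uM ATP at pH 8.0 (20 mM HEPES, 5 mM MgCl2, 60 mM NaCl, 1 mM DTT, 0.01% BSA).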
S-ASM inh: human S-ASM enzyme inhibition; 340,000 compounds, 0.006% hits; placental ASM, HMU-PC fluorogenic substrate, 60 min; Potency, µM (series often up to 57.5 µM), inactives show at the highest dose activity change, negative = inhibition, usual class: inhibitors; P17405; note: potency is the fitted concentration of half-maximal effect
Target sequence (P17405 47-631 limits assumed): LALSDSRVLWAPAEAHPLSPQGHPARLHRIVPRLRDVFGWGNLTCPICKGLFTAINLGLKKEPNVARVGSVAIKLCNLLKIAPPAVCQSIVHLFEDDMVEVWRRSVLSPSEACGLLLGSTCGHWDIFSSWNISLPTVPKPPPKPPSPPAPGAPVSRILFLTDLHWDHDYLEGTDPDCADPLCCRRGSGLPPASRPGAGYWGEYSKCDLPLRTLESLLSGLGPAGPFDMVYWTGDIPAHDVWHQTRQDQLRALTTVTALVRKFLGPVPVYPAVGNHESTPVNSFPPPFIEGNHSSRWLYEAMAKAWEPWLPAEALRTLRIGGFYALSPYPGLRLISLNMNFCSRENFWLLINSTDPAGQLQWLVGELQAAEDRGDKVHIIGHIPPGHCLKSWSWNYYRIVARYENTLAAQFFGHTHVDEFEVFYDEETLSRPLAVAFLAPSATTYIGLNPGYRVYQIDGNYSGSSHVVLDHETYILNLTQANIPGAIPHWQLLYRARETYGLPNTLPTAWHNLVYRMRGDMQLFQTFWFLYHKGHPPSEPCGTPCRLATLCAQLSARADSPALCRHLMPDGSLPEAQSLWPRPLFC
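Fluorescence read-out (Ex 386 nm, Em 447 nm) after stopping the reaction at pH 10. Enzyme: ASM from human placenta; substrate HMU-PC0, 9 uM final; 60 min, 37 °C. Compound preincubation 10 min, ambient temperature.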
KCNH2 WT inh: inhibitors of human wildtype KCNH2 potassium channel; Q12809; U2OS, BacMam KCNH2, thallium flux FluxOr; active compounds read low; activity change, % at 1.84 µM; 340,000 compounds, 0.37% hits; AID 720551;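 active = maximum activity change below -70%; inconclusive = maximum activity change between -70% and -50%; inactive = maximum activity change above -50%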; note: % is set by controls: 0 for no effect and ±100 for the full control effect
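U2OS cells transduced with wild-type KCNH2 virus are loaded with FluxOr dye for 45 min, and thallium flux is measured in kinetic reads before and after stimulation buffer. Rate constants are normalized to DMSO controls.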
CXXC DNA block: inhibitors of human MLL CXXC domain-DNA interaction; Q03164; MLL-CXXC / FITC-HOXA9 DNA fluorescence polarization; Potency, µM (highest dose often 115 µM), without a hit: at the top dose activity change, negative = inhibition, hits mostly inhibitors; 290,000 compounds, 0.037% hits; AID 2662; active = well fitted inhibition curve with a large enough effect in the polarisation, with a control signal flat, not every such curve was filed as active; inconclusive = small, poorly fitted or top-dose-only effect, or effect the other way, or a change in a side signal; inactive = no such curve, though single readings can be large or run the other way; the % refers to the polarisation; note: potency is the fitted concentration of half-maximal effect
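Steps: dispense CXXC domain solution (7 uM) → pin compounds or unlabeled HOX-A9 DNA control → 5 min ambient → add FLSN-HOX-A9 solution (50 nM) → spin → 30 min ambient → fluorescence polarization. Tris pH 7.5/NaCl/DTT/BSA buffer.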
Coupling enz: coupling enzyme interference in Giardia aldolase counter-screen. coupling enzyme system counterscreen, AmpLite Red fluorescence. activity change, negative = inhibition, % at 58.2 µM, hits read low. 290,000 compounds, 0.67% hits. AID 2472; in the data active = activity change below about -30%; note: % is set by controls: 0 for no effect and ±100 for the full control effect
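First, compound is pin-transferred into glyceraldehyde-3-phosphate coupling-enzyme reagent at 57.5 uM final and held 10 min at RT. Next, substrate, coupling system and AmpLite Red are added. After 20 min RT, fluorescence (525/598 nm) is read.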
KCNH2 3.1 inh: blocks the human KCNH2 3.1 channel isoform; U2OS KCNH2 3.1, thallium flux FluxOr; active compounds read low; activity change, % (tested at about 1.8 µM); 340,000 compounds, 0.95% hits; AID 720553;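 active = maximum activity change below -70%; inconclusive = maximum activity change from -70% to -50%; inactive = maximum activity change above -50%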;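 note: thallium influx rate constant from kinetic fluorescence after stimulation buffer; % is set by controls: 0 for no effect and ±100 for the full control effect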
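Thallium flux read-out: FluxOr dye with Red40 quencher in HBSS/HEPES, 45 min at RT. Rate constants from kinetic reads were normalized to positive and negative DMSO controls. Cells: U2OS virally expressing the 3.1 isoform.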
A-T KAP1 phos: potential ataxia-telangiectasia treatment. […] A-T fibroblasts, KAP-1 phosphorylation AlphaLISA; neocarzinostatin DNA damage 30 min before lysis. Potency, µM (highest dose often 57.5 µM), inactives show at the top dose activation, hits mostly activators. 320,000 compounds, 0.19% hits; note: potency is the fitted concentration of half-maximal effect; % of control where 0% means no effect; nearly all actives have a fitted effect of over 45% in size
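ATM-like activity read as KAP-1 phosphorylation via AlphaLISA donor/acceptor antibody pairs after lysis and 6 hr at 25C. Cells were ATM-null patient fibroblasts ([…], hTERT), dosed 60 min, then exposed to the DSB inducer NCS for 30 min.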
Integrin act MD: activates integrin-mediated alleviation for muscular dystrophy | alpha7betagal myoblasts, beta-gal FDG fluorescence, 48 h | Potency, µM (titrated, usually from 38.3 µM), without a hit: top-dose activation, usual class: activators | 350,000 compounds, 0.064% hits | AID 624291;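 note: potency is the fitted concentration of half-maximal effect; 100% = response of the positive control SU9516; nearly all actives have a fitted effect of over 60% in size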
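Alpha7betagal+/- myoblasts (passage 13) were plated 16-24 hr, then exposed to compounds (1:260 dilution of DMSO stock) for 48 hours at 37C. After MPER lysis, β-galactosidase reporter activity was read as FDG fluorescence (ex 480/em 540) after 30 minutes.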
Starred values were filed as active, the others as inactive; ? = inconclusive; . = not tested or not shown; & = joins results of further samples; [ ] = remark or other dose. Unless noted, calls come from the whole dose curve; as a rule, active = well fitted curve in the direction sought with a large enough effect; inconclusive = small, poorly fitted or top-dose-only effect, or another doubt; inactive = no such curve, though single readings can be large; an effect the other way counts as inactive or inconclusive.

SMILES	MBNL1 CUG block	TRPV1 ag	GALK inhibitor	S-ASM inh	KCNH2 WT inh	CXXC DNA block	Coupling enz	KCNH2 3.1 inh	A-T KAP1 phos	Integrin act MD
COc1ccc(CC2NCCC3(O)CCCCC23)cc1 (stereo not drawn)	2%	4	3%	3%	-19	1%	3	3	-3%	-11%
CC(=O)c1ccc(OCCCC(=O)NC2CCCCC2C)cc1 (stereo not drawn)	-2%	2	13%	23%	-5	11%	1	2	-4%	-9%
O=C(COC(=O)CSc1ccc([N+](=O)[O-])cc1)NCc1cccs1	.	-3	.	0%	0	.	.	-3	-4%	13%
CCOc1ccc(N(CC(=O)Nc2cccc(Br)c2)S(C)(=O)=O)cc1	-14%	11	-3%	-8%	-6	-6%	0	1	-10%	-17%
Cc1ccc(C(=O)Nc2cc(S(=O)(=O)N3CCOCC3)ccc2N2CCCC2)cc1	.	0	.	3%	-5	.	.	-5	-1%	-20%
CCOc1ccc(C(=O)N2CCN(S(=O)(=O)c3cccs3)CC2)c(OCC)c1	-6%	12	4%	-2%	9	-19%	.	-1	22%	32%
COC(=O)CSc1ccc2nnc(-c3ccc(OC)c(OC)c3)n2n1	-8%	-5	-3%	4%	2	0%	0	-8	7%	3%
O=C(NCc1ccccc1)C(c1ccc(F)cc1)N(Cc1ccco1)C(=O)c1ccccn1 (stereo not drawn)	3%	9	2%	-3%	2	16%	1	-3	0%	14%
CCCCCC(=O)N1CCN(CCN=CC2=C(O)CC(c3cccs3)CC2=O)CC1 (stereo not drawn)	-2%	-1	0%	0%&-3%	38&18	-4%	5	-39&-38	.	12%&17%
CCOC(=O)C1CCN(C(=O)C(=O)c2cn(CC(=O)N3CCCCCC3)c3ccccc23)CC1	-4%	0	-3%	-1%	-5	-12%	.	10	-2%	17%
N#Cc1cc2ccccc2nc1N	5%	0	1%	.	-7	-8%	1	0	-1%	6%
COc1ccc(Br)cc1CNCC1CCCO1 (stereo not drawn)	2%	-1	3%	3%	-19	0%	-5	8	1%	0%
CCN(CC)C(=O)C1CCN(c2ncnc3c2cnn3-c2ccc(C)cc2C)CC1	-4%	-5	3%	3%	1	-3%	-1	-3	-4%	-20%
Cn1c(=O)c2[nH]c(N/N=C(/C#N)C(N)=O)nc2n(C)c1=O	.	-1	0%	136%[activator]	-4	-6%	0	-1	-3%	28%
O=C(Nc1nnc(SCc2ccccc2F)s1)c1ccco1	-1%	2	0%	0%	1	19%	11	-28	0%	-22%
CCOCCn1c(CN2CCC(C)CC2)nc2c1c(=O)n(C)c(=O)n2C	-13%	11	.	.	.	20%	3	.	8%	.
Cn1c(=O)c2c(O)c(Cc3ccccc3)c(=O)[nH]c2n(C)c1=O	-12%	-3	1%	-5%	30	8%	10	9	3%	-20%
Cc1ccc(N2CCN(c3ccc([N+](=O)[O-])cn3)CC2)c(C)c1	6%	0	0%	-17%	2	12%	-2	1	-11%	-29%
O=C(C=Cc1ccccc1)c1c[nH]c2ccccc2c1=O	.	.	.	1%	9	.	.	7	.	-68%[inhibitor]
O=S1(=O)N=C2CCCCCN2C(c2ccc(F)cc2)N1 (stereo not drawn)	-8%	0	6%	4%	2	28%	0	20	5%	-5%
O=C(CN1CCN(CC(=O)Nc2ccccc2Cl)CC1)NCC1(N2CCCCC2)CCCCC1	.	0	.	5%	20	.	.	-4	-7%	13%
CN1C(=O)CSc2ccc(NC(=O)NCc3ccc(F)cc3)cc21	-1%	-7	5%	-7%	-11	-1%	-7	0	0%	24%
COc1ccc(S(=O)(=O)NCCC(=O)NC2CCCCC2C)cc1[N+](=O)[O-] (stereo not drawn)	.	.	.	-4%	-1	.	.	-6	3%	55%
CCOC(=O)c1[nH]c(C)c(C(=O)OCC(=O)Nc2sc3c(c2C#N)CCCCC3)c1C	-4%	-1	11%	0%	-9	-8%	-9	10	-2%	3%
COc1ccc(CCNC(=O)CSc2nnc(-c3ccco3)c(-c3ccco3)n2)cc1OC	?	1	-5%	.	.	-17%	-13	.	8%	.

(continued)
SMILES	MBNL1 CUG block	TRPV1 ag	GALK inhibitor	S-ASM inh	KCNH2 WT inh	CXXC DNA block	Coupling enz	KCNH2 3.1 inh	A-T KAP1 phos	Integrin act MD
CCCCN(C(=O)c1cnccn1)c1c(N)n(CCC)c(=O)[nH]c1=O	.	.	.	10%	-2	.	.	-6	3%	-25%
Cc1ccc2cccc(OCC(=O)Nc3ccc4c(c3)OCO4)c2n1	.	19	9%	-2%	13	3%	0	0	4%	18%
Cc1nc2sc(C(=O)OCC(=O)N3c4ccccc4CC3C)c(C)c2c(=O)[nH]1 (stereo not drawn)	-6%	-2	0%	-4%	0	-4%	3	1	-1%	-38%
Cc1ccc(Cl)cc1NC(=O)C1CCCN(c2cnccn2)C1 (stereo not drawn)	-4%	-3	-2%	23%	-7	35%[activator]	.	-17	-2%	?
COc1cc(NC(=O)c2cc3c(Cl)nc4ccccc4c3s2)cc(OC)c1OC	.	1	0%	-11%	-13	16%	3	1	7%	-7%
O=C(c1n[nH]c2ccccc12)N1CCN(S(=O)(=O)c2ccccc2)CC1	.	15	.	4%	-2	.	.	2	3%	23%
CCN(CC)S(=O)(=O)c1ccc2c(c1)nc(CCC(=O)OCC(=O)Nc1cc(OC)cc(OC)c1)n2C	-4%	-2	2%	2%	-1	-5%	0	-3	1%	4%
CN(Cc1nc2ccccc2n1C)C(=O)c1cccs1	-5%	1	1%	4%	-3	1%	0	0	-8%	15%
COc1ccc(C(=O)N2CCCC(c3ccccc3)C2)cc1 (stereo not drawn)	-1%	11	7%	3%	-10	7%	4	-21	13%	4%
CC(=O)NC1=NN(C(C)=O)C(c2sccc2C)S1 (stereo not drawn)	11%	0	0%	-3%	-4	0%	-6	-6	.	-18%
CCC(OC(=O)CC1Sc2ccccc2NC1=O)C(=O)NCC1CCCO1 (stereo not drawn)	-1%	2	-5%	-1%	2	-9%	4	28	2%	?
O=c1oc2ccccc2c(Nc2cc3ccccc3cc2O)c1[N+](=O)[O-]	?	-9	-2%	-2%	-13	7%	-56*	-10	-10%	-28%
COc1ccc(NC(=O)CCCCCN2C(=O)c3ccccc3C2=O)c(OC)c1	4%	5	0%	-3%	9	-1%	0	11	3%	14%
Cc1ccc(C(c2nnnn2C2CCCCC2)N(C)C2CCCCC2)cc1 (stereo not drawn)	1%	?	0%	-1%	-13	7%	0	11	2%	-11%
COc1ccc(-c2nc(CC(=O)O)cs2)cc1OC	17%	-3	1%	.	.	11%	8	.	4%	.
Cc1cc(NC(=O)CSc2nnc(C3CC3)n2N)no1	-2%	6	8%	1%	7	-6%	1	-13	5%	3%
CSC1=NC(C(Cl)(Cl)Cl)N=C(c2ccc(C)cc2)N1 (stereo not drawn)	-6%	?	2%	1%	12	14%	-5	7	-6%	-13%
COCCn1c(Cc2ccccc2)nnc1SCC(=O)N1CCCC1=O	.	-4	.	-1%	-2	.	.	-8	-15%	-1%
O=C(O)c1cccc(NC(=O)c2cc(-c3cccc(Cl)c3)nc3ccccc23)c1	3%	4	-2%	7%	-3	-5%	3	4	-3%	41%
O=C(O)C1CCCCC1C(=O)Nc1nccs1 (stereo not drawn)	1%	-1	4%	1%	6	-3%	2	4	6%	3%
Cc1nn(-c2ccccc2)c(Cl)c1/C=N/NC(=O)c1cccnc1	.	1	1%	3%	-5	9%	5	5	1%	0%
Cc1cc(C(=O)CSc2nc(N)cc(N)n2)c(C)n1CC1CCCO1 (stereo not drawn)	.	.	.	1%	-2	.	.	9	6%	0%
CCOc1cc(C(=O)Nc2ccc3c(c2)OCO3)ccc1OCCOc1ccccc1Cl	-3%	15	2%	-4%	-10	8%	4	2	.	-15%
Cc1ccc(OCc2nnc(SC3CCc4ccccc4C3=O)n2C)cc1 (stereo not drawn)	-14%	-4	.	0%	18	-13%	-80*	-114*	12%	17%
Cc1ccc(C(=O)N(CC(=O)NC2CCCC2)Cc2cccs2)s1	-6%	?	2%	-1%	12	-3%	9	-20	16%	2%
CN(C)c1ncnc2c1ncn2C1OC(CO)C(O)C1O (stereo not drawn)	-5%	-2	1%	0%	0	-5%	-1	8	-1%	-53%[inhibitor]
O=C(Cn1cc(C(F)(F)F)ccc1=O)N/N=C/c1ccc(Cl)cc1Cl	?	-2	-1%	6%	-2	-4%	-3	1	6%	2%
O=C1SCCC1NS(=O)(=O)c1ccc([N+](=O)[O-])cc1 (stereo not drawn)	?	1	0%	-2%	29	14%	-10	9	-10%	29%

Not a hit list; 2% or so of the library scored in one or more.
